# Screens: PubChem, The Scripps Research Institute Molecular Screening Center
# FBW7 act: human FBW7 E3 ligase activation, primary screen; Q969H0; AlphaScreen FBW7–phospho-cyclin E peptide binding, activator screen; normalized activity (activation), % at 26.1 µM; 650,000 compounds, 0.13% hits; AID 1259310; in the data active = normalized activity above about 1.9%;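 also: purified mutant Fbw7 with reduced substrate affinity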
# MITF primary: human MITF inhibition, primary screen | O75030 | AlphaScreen MITF homodimerization, bead proximity signal | inhibition, % at 2.6 µM | 650,000 compounds, 0.91% hits; in the data active = inhibition above about 50%;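 also: 0% = vehicle wells with protein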
# Target sequence (O75030 whole entry, looked up): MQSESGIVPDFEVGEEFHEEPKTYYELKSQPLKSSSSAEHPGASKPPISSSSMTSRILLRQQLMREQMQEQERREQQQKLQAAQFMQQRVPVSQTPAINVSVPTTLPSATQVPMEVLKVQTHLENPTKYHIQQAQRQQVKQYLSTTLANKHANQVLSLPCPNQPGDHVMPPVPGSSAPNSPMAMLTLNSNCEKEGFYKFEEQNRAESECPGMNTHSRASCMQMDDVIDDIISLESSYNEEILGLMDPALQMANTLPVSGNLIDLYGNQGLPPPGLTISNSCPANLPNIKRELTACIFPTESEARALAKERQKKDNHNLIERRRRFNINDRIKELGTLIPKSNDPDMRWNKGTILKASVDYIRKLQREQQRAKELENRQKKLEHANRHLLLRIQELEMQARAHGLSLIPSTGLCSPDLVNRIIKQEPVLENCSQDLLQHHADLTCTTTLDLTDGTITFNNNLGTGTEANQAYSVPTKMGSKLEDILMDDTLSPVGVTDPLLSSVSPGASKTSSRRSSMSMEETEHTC
# TEAD-YAP inh: TEAD-YAP interaction inhibition; inhibition, % at 9.12 µM; HEK-TIYL cells, TEAD-Gal4/YAP UAS-luciferase luminescence; 640,000 compounds, 1.4% hits; AID 1259422; in the data active = inhibition above about 32%;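 also: 0% = median of test compound wells and 100% = reference inhibitor wells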
# GPR151 activ: human GPR151 activation; activation, % at 11.2 µM; PathHunter beta-arrestin GPR151 cells, luminescence; AID 1508602; 650,000 compounds, 1% hits; Q8TDV0; in the data active = activation above about 4.9%;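 also: 0% = median of compound wells and 100% = cells with positive control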
# Target sequence (Q8TDV0 whole entry, looked up): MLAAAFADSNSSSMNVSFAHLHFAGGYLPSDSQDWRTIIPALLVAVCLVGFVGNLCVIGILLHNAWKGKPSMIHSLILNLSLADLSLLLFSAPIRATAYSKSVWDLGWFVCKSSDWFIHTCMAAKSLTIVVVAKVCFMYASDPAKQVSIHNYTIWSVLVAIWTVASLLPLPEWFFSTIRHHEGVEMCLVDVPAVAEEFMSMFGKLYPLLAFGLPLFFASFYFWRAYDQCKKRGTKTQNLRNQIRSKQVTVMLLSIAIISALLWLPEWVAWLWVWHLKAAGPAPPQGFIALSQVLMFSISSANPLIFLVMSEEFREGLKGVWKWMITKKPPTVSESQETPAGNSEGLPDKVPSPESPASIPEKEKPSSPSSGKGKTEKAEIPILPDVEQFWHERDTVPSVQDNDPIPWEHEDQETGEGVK
# Active calls of the source: *; nt = no result given.
SMILES,FBW7 act,MITF primary,TEAD-YAP inh,GPR151 activ
O=C1NC(c2cccc(F)c2)c2c(-c3ccccc3)n[nH]c21 (stereo not drawn),-0.1,8,6,-1.0
COc1cc2sc(=NC(=O)c3ccccc3OC)n(C)c2cc1OC,0.4,-3,-54,-0.8
CCCCN(Cc1ccccc1)S(=O)(=O)c1ccc2c(c1)CCC(=O)N2,0.0,11,4,0.1
Cc1cc(NCCN2CCOCC2)nc(NC2CCN(Cc3ccccc3)CC2)n1,-0.1,-13,-4,2.1
COc1cc(Br)ccc1OCC(=O)N/N=C(\C)c1ccccn1,0.0,12,10,-0.7
O=C1N=c2ccc(Br)cc2=C1c1sc(=O)[nH]c1O,1.5,8,8,0.6
CCOc1ccc(CN2CCNC(=O)C2CC(=O)NCCSC)cc1 (stereo not drawn),0.0,-3,-3,2.8
COc1cc2cc(C)c(SCC(=O)Nc3nccs3)nc2cc1OC,0.0,-3,-10,-1.1
CCCCCNS(=O)(=O)CCCOc1ccc(F)cc1,0.1,-7,-2,-0.1
CC(Sc1nc(-c2ccccc2)cc(=O)[nH]1)c1ccccc1 (stereo not drawn),0.6,20,2,-0.3
CC(C)Cn1c(=O)c2ccccc2n2c(SCC(=O)N3CCc4ccccc43)nnc12,-0.1,-6,-9,1.8
CCCCCn1c(=S)[nH]c2ccc(F)cc2c1=O,-0.1,7,-11,0.2
O=C(NCC1CCCO1)c1ccc2c(=O)n(CC3CCCO3)c(SCC(=O)N3CCCC3)nc2c1 (stereo not drawn),0.3,10,-1,-0.1
CC(NS(=O)(=O)c1ccc2ccccc2c1)c1ccccn1 (stereo not drawn),0.1,9,4,-0.7
Cc1cccc(C(C)C)c1NC(=O)CSc1nncn1C,0.2,-5,2,2.7
COc1cccc(COC(=O)c2cccc(OC)c2O)c1,0.1,12,-31,-2.7
O=C(COc1ccc(Br)cc1)Nc1ccc(C(=O)OC2CCCCC2)cc1,0.0,3,22,2.7
COc1cccc(-n2c(=O)[nH]c3c(C(N)=O)nc(C)nc32)c1,0.3,15,2,-0.6
CCN(CC)Cc1c(O)ccc2c1O/C(=C\c1ccccc1F)C2=O,-0.1,-4,4,2.9
Cc1ccccc1NS(=O)(=O)CCOc1ccccc1,0.3,-4,-3,-1.2
CCOc1ccccc1C(=O)N[C@H](C(=O)N(C)OC)C(C)C,-0.1,-7,-8,-1.0
N#CCc1c(C#N)c(N)nc(N2CCc3ccccc32)c1C#N,0.6,9,-2,-0.3
CC(=O)Nc1cccc(NC(=O)CSc2ccc(S(C)(=O)=O)cc2[N+](=O)[O-])c1,0.0,-10,-6,0.5
CCCNC(=O)CN(C)c1nn2c(=O)cc(C)nc2s1,0.7,8,5,-1.4
CCn1ccc(C(=O)Nc2nc(-c3ccncc3)cs2)n1,-0.3,-8,-8,-0.4

# Fetched by compound from above:
SMILES,FBW7 act,MITF primary,TEAD-YAP inh,GPR151 activ
CC(=O)Nc1cccc(NC(=O)CSc2ccc(S(C)(=O)=O)cc2[N+](=O)[O-])c1,0.0,-10,-6,0.5
CCOc1ccccc1C(=O)N[C@H](C(=O)N(C)OC)C(C)C,-0.1,-7,-8,-1.0
CCCCN(Cc1ccccc1)S(=O)(=O)c1ccc2c(c1)CCC(=O)N2,0.0,11,4,0.1
CC(C)Cn1c(=O)c2ccccc2n2c(SCC(=O)N3CCc4ccccc43)nnc12,-0.1,-6,-9,1.8
COc1cc2cc(C)c(SCC(=O)Nc3nccs3)nc2cc1OC,0.0,-3,-10,-1.1

# (more compounds)
SMILES,FBW7 act,MITF primary,TEAD-YAP inh,GPR151 activ
Cc1ccc(S(=O)(=O)Nc2cc(C(=O)O)ccc2N2CCCCC2)cc1,-0.2,-2,3,1.4
COc1ccc(NC(=O)C2C3C=CC4(O3)C2C(=O)N(CC2CCCO2)C4C(=O)NC2CCCCC2)cc1 (stereo not drawn),0.0,7,4,-1.8
CCNc1nc(NCC)n2c(SCC(=O)c3ccc(C(C)C)cc3)nnc2n1,0.0,7,10,-1.1
Cc1occc1C(=O)Nc1ccc(S(=O)(=O)Nc2cnc3ccccc3n2)cc1,-0.1,11,-3,-1.2
O=C(Nc1ccc(S(=O)(=O)NC2CCCc3ccccc32)cc1)C(=O)N1CCOCC1 (stereo not drawn),-0.3,-7,-5,0.0
COc1ccc(NC(=O)c2ccccc2N(C)S(=O)(=O)c2ccccc2)cc1Cl,-0.2,-2,-7,2.4
CC(C)N1CC=C2C(C#N)=C(N)C(C#N)(C#N)C(c3c(F)cccc3Cl)C2C1 (stereo not drawn),0.0,-5,-1,1.1
Cc1cc(F)ccc1S(=O)(=O)NCCCc1ccc(N(C)C)cc1,-0.4,25,1,-0.5
O=C(NNS(=O)(=O)c1ccc(F)cc1)c1ccccc1F,0.1,9,6,0.2
CC(=O)c1c(NC(=O)c2ccccc2)nc(C)nc1-c1ccccc1,0.0,-5,-10,-0.8
CCCNC(=O)c1ccc2nc(-c3ccc(C(=O)N4CCN(C)CC4)cc3)sc2c1,0.2,9,-20,-2.0
CCCCCC1=NN(C(=O)C2CC2)C(O)(C(F)(F)F)C1 (stereo not drawn),-0.2,4,11,-0.5
CCCOc1ccc(N2C(=O)CC(N3CCSCC3)C2=O)cc1 (stereo not drawn),0.1,4,-1,1.2
CC(=C1C(=O)c2ccccc2C1=O)N1CCN(C/C=C/c2ccccc2)CC1,-0.1,3,4,-0.2
c1cncc(CNc2nc(Nc3ccncn3)nc3c2ncn3-c2ccsc2)c1,0.0,10,26,0.4
O=C(NCCCc1ccccc1)c1cc2ccccc2oc1=O,-0.1,-2,-12,-1.5
Cc1ccc(-c2ccc3nnc(SCC(=O)NCc4ccc(F)cc4)n3n2)cc1,-0.1,44,5,-0.6
COc1ccc(NC(=O)N(CCCN(C)C)Cc2cc3cc(OC)ccc3[nH]c2=O)cc1,0.0,2,-2,2.4
COc1ccc(CNC(=O)C(c2ccco2)N(C(=O)c2ccccn2)c2ccccc2)cc1 (stereo not drawn),0.0,-18,2,-0.4
NNC(=O)C(=O)Nc1cccc(Cl)c1,-0.2,6,-7,-2.8
Cc1ccc(/C=N/Nc2nnc(Cc3ccccc3)c(=O)[nH]2)o1,-0.2,12,7,0.8
CCCCCCOc1ccc(NC(=O)C2CC(=O)N(C)C(=Nc3cccc(Cl)c3)S2)cc1 (stereo not drawn),0.2,-13,-5,-0.3
COc1ccc(Cn2c(=O)[nH]c3c(C(N)=O)nc(C)nc32)cc1,-0.1,-2,-7,0.1
CCn1c(=O)c(C(=O)Nc2cc(Cl)ccc2OC)c(O)c2ccccc21,-0.1,4,-5,1.3
O=C(CCCn1nc(-c2ccccc2)c2cc(Cl)ccc21)N1CCOCC1,0.1,1,7,1.6
# (listing goes on)
SMILES,FBW7 act,MITF primary,TEAD-YAP inh,GPR151 activ
O=C(c1ccc(F)cc1)N1CCN(c2ccc([N+](=O)[O-])cc2F)CC1,0.0,18,-1,-0.9
CCNc1nc(Cl)nc(NCc2ccco2)n1,1.1,9,3,-1.0
CCc1ccccc1-n1c(SCC(=O)NC2CCCCC2)nc2n[nH]c(C)c2c1=N,0.0,1,-6,0.7
Cc1cccc(C)c1-n1c(=S)sc2c(=O)n(-c3ccccc3)c(SCc3ccncc3)nc21,0.1,-9,-5,1.0
CC(=O)c1cccc(-c2cnn3c(NCc4ccco4)ccnc23)c1,0.0,20,-44,1.0
CN(Cc1ccccc1)S(=O)(=O)c1nnc(NC(=O)c2ccco2)s1,0.0,3,2,0.3
CCC(Sc1nc2ccsc2c(=O)n1Cc1ccccc1F)C(=O)NCc1cccnc1 (stereo not drawn),-0.2,-9,-8,-1.2
Cc1nc2c3ccccc3n3c(CCCC(=O)NC4CCC(C)CC4)nnc3n2n1 (stereo not drawn),0.0,5,9,-2.3
Cc1ccccc1NC(=O)c1ccc(N(Cc2ccccc2)S(C)(=O)=O)cc1,0.0,-15,1,-0.5
COC(=O)c1ccc2c(=O)n(CCN3CCOCC3)c(SCc3ccccc3Cl)nc2c1,-0.1,-2,-7,-1.5
CSc1nc(N2CCCCC2)c2c3c(sc2n1)COC(C)(C)C3,0.1,3,-8,0.9
Cc1ccc(C(=O)N2CCN(c3cnn(C)c(=O)c3Cl)CC2)cc1,0.0,12,9,0.6
O=C(Nc1ccc(F)cc1)c1c(O)c2cccc3c2n(c1=O)CC3,0.3,15,6,-1.3
O=CN1CCN(C(=O)COc2c(Cl)cccc2Cl)CC1,0.1,-18,2,-1.8
CCOC(=O)c1c(NC(=O)CSc2nnc(CNC(=O)c3ccccc3OC)n2-c2cccc(C(F)(F)F)c2)sc2c1CCC2,0.2,-5,-26,1.0
O=C1CN=C(Nc2ccccc2Cl)N1c1ccccc1,0.1,4,11,0.5
CCOc1ccc(NC(=O)CCN2CCN(S(=O)(=O)c3ccc(OC)cc3)CC2)cc1,1.0,2,5,-0.4
O=C(CSc1ccc(Cl)cc1)NCc1ccco1,0.0,1,-14,-0.2
O=C(Nc1cccc(-c2nc3ncccc3o2)c1)c1ccc(-c2ccc(Cl)cc2)o1,0.0,6,-6,0.3
CCOc1ccc2[nH]c(=O)c(CN(CCCO)Cc3nnnn3CCOC)cc2c1,0.1,21,8,-0.7
CO[C@@H]1COC(=O)[C@@H](C)COC(=O)[C@@H]2CCCN2C(=O)C/C=C/[C@H]1C,0.0,16,nt,0.7
CCOC(=O)c1ccc(N2CCN(c3cccc(Cl)c3)CC2)c(NC(=O)Nc2ccc(Cl)cc2)c1,0.1,7,-11,1.2
Cc1ccccc1CNC(=O)N1CCC2(CC1)OCCc1c2n(C)c2ccccc12,0.0,5,-4,0.7
O=C1C2CC=C(Cl)CC2C(=O)N1c1cccc(O)c1 (stereo not drawn),-0.1,-9,10,1.2
CC(=O)Nc1ccc2nc(NC(=O)c3ccc(S(=O)(=O)N4CC(C)CC(C)C4)cc3)sc2c1 (stereo not drawn),0.0,17,5,-0.6
# (list continues)
SMILES,FBW7 act,MITF primary,TEAD-YAP inh,GPR151 activ
Cc1ccc(NC(=O)CC2S/C(=N/N=C/c3c[nH]c4ccccc34)NC2=O)cc1 (stereo not drawn),0.0,5,-10,0.8
O=C1CC(c2ccccc2F)c2c(ccc3ccccc23)N1 (stereo not drawn),0.0,11,12,1.5
O=C(O)C1CCCN1c1nc(Cl)ccc1[N+](=O)[O-] (stereo not drawn),0.0,14,1,-2.2
O=C(NCc1cccs1)c1cnn2c(C(F)(F)F)cc(-c3ccccc3)nc12,0.0,3,-14,-1.0
CCOc1ccc(Cl)cc1S(=O)(=O)n1ccc(C)n1,0.0,12,-11,0.3
CCOC(=O)C1=C(O)/C(=C\c2cccc(C(=O)OC)c2)N=C1C,0.1,6,17,-0.1
CCOC(=O)C1=C(C)N=c2s/c(=C\c3cc([N+](=O)[O-])ccc3N3CCOCC3)c(=O)n2C1c1cc(OC)ccc1OC (stereo not drawn),0.1,2,-1,0.5
COc1ccc(S(=O)(=O)Nc2ccccc2C(=O)NCc2ccccc2)cc1Cl,0.7,19,11,-0.4
Cc1cccc(C)c1NC(=O)N1CCCC1C(=O)Nc1ccc(-n2cnnn2)cc1 (stereo not drawn),-0.1,9,7,0.4
COC(=O)c1cc(CNC(=O)Cc2ccsc2)cc(NC(=O)c2cc(C)nn2C)c1,0.0,6,5,0.1
COc1cccc(/C=c2\sc3nc(-c4ccccc4OC)nn3c2=O)c1,0.1,-8,2,-0.3
O=C(Nc1cccc(O)c1)C1CC(=O)N(c2ccccc2)C1 (stereo not drawn),-0.1,0,1,-0.1
CCCNC(=O)c1ccc(N2CC3CC(C2)c2cccc(=O)n2C3)c(NC(=S)Nc2ccc(Cl)cc2Cl)c1 (stereo not drawn),0.0,-1,3,1.1
C=CCn1c(C)cc(-c2csc(NC)n2)c1C,-0.2,3,-5,0.7
O=C1COc2cc(S(=O)(=O)CCC(=O)N3CCN(C4CCCCC4)CC3)ccc2N1,0.0,3,-6,0.4
CCOC(=O)C1CCCCN1Cc1ccccc1 (stereo not drawn),1.6,27,9,-0.5
Cc1cccc(NC(=O)CSc2nnnn2-c2cccc3ccccc23)c1C,0.6,6,19,0.0
CC(=O)c1ccc(NC(=S)Nc2ccc(F)cc2)cc1,0.3,19,-18,0.3
C/C(=N/NC(=O)COc1cccc(Cl)c1)c1cccc([N+](=O)[O-])c1,0.1,-12,-2,6.6*

# Exported with tabs: entries from further up
smiles	FBW7 act	MITF primary	TEAD-YAP inh	GPR151 activ
O=C1CC(c2ccccc2F)c2c(ccc3ccccc23)N1 (stereo not drawn)	0.0	11	12	1.5
O=C(O)C1CCCN1c1nc(Cl)ccc1[N+](=O)[O-] (stereo not drawn)	0.0	14	1	-2.2
O=C(NCc1cccs1)c1cnn2c(C(F)(F)F)cc(-c3ccccc3)nc12	0.0	3	-14	-1.0

# Part of the list above, with tabs.
SMILES	FBW7 act	MITF primary	TEAD-YAP inh	GPR151 activ
CCOc1ccc(Cl)cc1S(=O)(=O)n1ccc(C)n1	0.0	12	-11	0.3
Cc1cccc(NC(=O)CSc2nnnn2-c2cccc3ccccc23)c1C	0.6	6	19	0.0
COc1cccc(/C=c2\sc3nc(-c4ccccc4OC)nn3c2=O)c1	0.1	-8	2	-0.3
COc1ccc(S(=O)(=O)Nc2ccccc2C(=O)NCc2ccccc2)cc1Cl	0.7	19	11	-0.4
